GALK inh: inhibits human galactokinase | AID 1347072 | recombinant GALK, Kinase-Glo ATP luminescence, 1 h | 44,000 tested, under 10 active | Potency, µM (series often up to 57.5 µM), without a hit: at the highest dose activity, negative = inhibition, hits mostly inhibitors;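 further: plate controls were full GALK reaction for no effect and reaction lacking GALK for full effect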
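Luminescent ATP-depletion readout (Kinase-Glo Plus, 10 min) after 1 h RT reaction of 5 nM GALK, 35 uM ATP, 100 uM galactose, pH 8.0 HEPES buffer. Decreased kinase activity scored as inhibition.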
p53null 39C kill: kills p53 null cells at the nonpermissive temperature; AID 904; Potency, µM (top dose mostly 46.1 µM), without a hit: top-dose activity, negative = cell killing, hits mostly cytotoxic; 0.97% of 55,000 active; H1299 p53-null (neo) cells, 39C, ATPlite viability, 24 h;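 further: potency means the concentration at half of the fitted maximal effect; 0% = DMSO only and -100% = full killing by 100 µM tamoxifen; nearly all actives have a fitted effect of over 50% in size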
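H1299 lung cancer cells, p53-null (H1299-neo) or expressing p53 A138V (H1299-p53A138V), were plated overnight at 37C, then exposed to compounds at up to 46 uM for 24 hr at 39C. Viability was read by ATP-based luminescence.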
NTMT1 inhibitor: inhibitors of human N-terminal methyltransferase NTMT1 | Q9BV86 | NTMT1 MTase-Glo SAH luminescence, purified enzyme | Potency, µM (doses to about 114 µM), for inactives: top-dose activity change, negative = inhibition, usual class: inhibitors | 2.5% of 59,000 active;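 further: potency means the concentration at half of the fitted maximal effect; plate controls were DMSO vehicle for no effect and no enzyme for full effect; nearly all actives have a fitted effect of over 65% in size; many of its hits are not listed in these tables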
TSG101-PTAP inh: blocks PTAP binding to human TSG101, validation; Q99816; Fluorescence polarization, FITC-PTAP peptide/Tsg101, 20 min; Potency, µM (titrated, usually from 115 µM), without a hit: at the top dose activity change, negative = inhibition, hits mostly inhibitors; 44,000 tested, under 10 active; AID 1347069; further: potency means the concentration at half of the fitted maximal effect; 0% is about no effect
Target sequence (Q99816 whole entry, looked up): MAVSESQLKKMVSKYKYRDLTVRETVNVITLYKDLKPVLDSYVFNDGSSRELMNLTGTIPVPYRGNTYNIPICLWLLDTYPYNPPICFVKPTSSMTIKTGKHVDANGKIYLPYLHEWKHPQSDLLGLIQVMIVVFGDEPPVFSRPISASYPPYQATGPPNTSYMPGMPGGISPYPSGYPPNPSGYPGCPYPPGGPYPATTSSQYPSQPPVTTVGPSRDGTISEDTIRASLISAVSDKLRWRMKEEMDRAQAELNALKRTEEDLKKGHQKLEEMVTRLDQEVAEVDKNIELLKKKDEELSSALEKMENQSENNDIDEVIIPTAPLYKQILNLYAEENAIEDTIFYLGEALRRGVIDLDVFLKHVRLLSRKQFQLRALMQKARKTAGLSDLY
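Fluorescence polarization binding of Tsg101 binding domain (10 uM final) to FITC-labeled PTAP-motif peptide (50 nM final) in HEPES pH 7.5/NaCl/Tween 20/EDTA/TCEP buffer; 20 min at r.t. Actives by curve class, <25 µM, efficacy <60% inhibition.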
B2AR arrestin ag: ADRB2 beta-arrestin recruitment; P07550; Potency, µM (series often up to 46.1 µM), for the others: at the highest dose activation, most hits filed as activators; 44,000 tested, under 10 active; HTLA Tango cells, beta-arrestin recruitment, luciferase luminescence, 18 h;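 further: potency means the concentration at half of the fitted maximal effect; 0% = DMSO and full agonism = EC100 isoproterenol or metaproterenol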
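Tango cell line, 1% FBS DMEM; cpd titration up to 46 microM; 18 hr, 37 degrees C, 5% CO2. Luciferin/ATP substrate mix added, 15 min RT, luminescence. %Activity, CRC fitting, curve-class categorization.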
FH mod: Identification of activators of human fumarate hydratase by quantitative high-throughput screening | Potency, µM (top dose mostly 79.9 µM), for inactives: at the top dose activity change, negative = inhibition, usual class: inhibitors | 0.22% of 54,000 active | AID 1347055, 2019 | FH coupled MDH/diaphorase resazurin fluorescence, 15 min | Fumarate hydratase, mitochondrial (Homo sapiens), P07954; further: potency means the concentration at half of the fitted maximal effect; on the % scale 0 is the no-effect control and ±100 the full control effect; the screen sought activators but most active calls are inhibition curves; nearly all actives have a fitted effect of over 45% in size
Target sequence (P07954 whole entry, looked up): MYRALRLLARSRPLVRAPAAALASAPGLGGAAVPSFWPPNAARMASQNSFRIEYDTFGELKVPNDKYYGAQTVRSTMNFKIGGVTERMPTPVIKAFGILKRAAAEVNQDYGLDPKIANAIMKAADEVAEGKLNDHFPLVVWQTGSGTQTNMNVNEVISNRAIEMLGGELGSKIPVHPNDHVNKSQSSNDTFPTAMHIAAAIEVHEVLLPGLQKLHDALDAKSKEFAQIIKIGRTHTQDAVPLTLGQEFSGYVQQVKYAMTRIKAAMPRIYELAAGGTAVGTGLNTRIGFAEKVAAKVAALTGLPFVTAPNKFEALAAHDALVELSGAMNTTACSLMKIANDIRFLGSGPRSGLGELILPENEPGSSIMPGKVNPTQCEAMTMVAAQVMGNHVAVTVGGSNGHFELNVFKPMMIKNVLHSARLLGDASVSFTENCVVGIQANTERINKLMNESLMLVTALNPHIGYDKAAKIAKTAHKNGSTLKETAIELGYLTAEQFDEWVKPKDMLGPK
p53null 32C tox: selectivity test: cytotoxicity in p53 null cells, permissive temperature; H1299-neo p53 null cells, ATP luminescence, 24 h, 32C; Potency, µM (top dose mostly 46.1 µM), for the others: at the highest dose activity change, negative = cytotoxicity, actives largely listed as cytotoxic; 0.62% of 55,000 active;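 further: potency means the concentration at half of the fitted maximal effect; 0% = DMSO only and -100% = full killing by 100 µM tamoxifen; nearly all actives have a fitted effect of over 55% in size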
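H1299-neo, 600 cells/well; overnight 37C; cpd up to 46 uM, 24 h at 32C; ATPlite luminescence after 20 min RT; normalized to DMSO (0%) and tamoxifen 100 uM (100% kill); Hill-fit AC50.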
Active calls of the source: *; ? = inconclusive; . = no result given; [ ] = remark or other dose. The call rests on the fitted dose curve; in most records, active means well fitted curve in the direction sought with a large enough effect; inconclusive means small, poorly fitted or top-dose-only effect, or another doubt; inactive means no such curve, though single readings can be large; an effect the other way counts as inactive or inconclusive. An excerpt (hit frequency here may not be typical).

SMILES	NTMT1 inhibitor	p53null 32C tox	B2AR arrestin ag	p53null 39C kill	TSG101-PTAP inh	GALK inh	FH mod
CCCCC(=O)Nc1ccc(C(=O)OCc2cc(=O)n3nc(C4CC4)sc3n2)cc1	-1%	1%	1%	0%	4%	0%	-2%
CCc1ccccc1NC(=O)CSc1nc2n[nH]c(C)c2c(=N)n1-c1cccc(C)c1	-4%	21%	2%	-8%	1%	0%	-15%
CCN(CC)c1ccc2cc(-c3nc(-c4cc(OC)c(OC)c(OC)c4)no3)c(=O)oc2c1	18%	3%	0%	-10%	34%[activator]	1%	7%
Cc1ccc(C(=O)Nc2ccc(F)cc2)cc1S(=O)(=O)N1CCCCCC1	15%	3%	0%	?	0%	-23%	-14%
CCS(=O)(=O)N1CCc2cc(C(=O)NCCc3ccc(OC)cc3)ccc21	?	-2%	-2%	6%	7%	-1%	-5%
O=C(CSc1nc2c([nH]c3ccccc32)c(=O)n1-c1ccc(Cl)cc1)N1CCCC1	4%	1%	-1%	20%	1%	-6%	5%
O=C(NC1CCCC1)c1ccc2c(=O)n(Cc3ccccc3)c(SCc3cccc([N+](=O)[O-])c3)nc2c1	-9%	-3%	0%	-1%	-1%	3%	-20%
CCc1ccccc1NC(=O)c1noc2c1CC(C(C)(C)C)CC2 (configuration not stated)	.	12%	1%	9%	-1%	7%	.
Cc1c(Cl)cccc1-n1nc(C)c2c(C)cc(=O)n(CC(=O)N3CCCc4ccccc43)c21	10%	19%	0%	64%[activator]	3%	-3%	?
Cc1cccc(Nc2ncc(NC(=O)c3cccc(F)c3)c(Nc3cccc(C)c3)n2)c1	9%	-5%	-2%	?	1%	?	9%
CC(=O)N1CCCc2cc(S(=O)(=O)N3CCC(C(=O)NCc4cccc(C)c4)CC3)ccc21	0%	-2%	1%	-18%	-3%	0%	-2%
COc1cccc(Nc2nnc(-c3cc4ccc(O)cc4oc3=O)s2)c1	?	-5%	-2%	0%	5%	-6%	-7%
COc1cccc(N2CCN(c3nc4ccc(C(=O)c5ccccc5)cc4n4c(C)nnc34)CC2)c1	-1%	-3%	0%	-1%	3%	0%	-4%
Cc1ccccc1CNC(=O)CN1CCSc2ccccc21	7%	-8%	0%	-14%	-2%	1%	-5%
COC(=O)CN1C(=O)CSc2ccc(S(=O)(=O)Nc3ccc(Cl)cc3C)cc21	.	7%	0%	-7%	3%	0%	.
COCCNC(=O)Cn1cc2c(n1)-c1c(oc(C(=O)N3CCCC3)c1C)CC2	-15%	1%	4%	-21%	4%	5%	1%
CCn1cc2nc(SCC(=O)Nc3ccc(OC)cc3OC)n(Cc3ccc(Cl)cc3)c(=O)c2n1	-15%	18%	-2%	14%	-2%	2%	-13%
Cc1ccccc1COC(=O)c1nn(-c2ccccc2)nc1N	-1%	-11%	1%	-17%	-8%	-2%	-22%
CCC1CCCCN1C(=O)CSc1nnc(-c2ccc(OC)c(OC)c2)o1 (configuration not stated)	-4%	4%	1%	0%	-2%	4%	-18%
CC1CCN(S(=O)(=O)c2ccc3c(c2)N(CC(=O)Nc2ccc(F)c(Cl)c2)C(=O)CO3)CC1	4%	-1%	-1%	-22%	2%	-8%	-17%
Cc1ccc2c(c1)N(C(=O)N1CCC(C(=O)NCc3ccccc3C)CC1)CC(C)O2 (configuration not stated)	-3%	3%	1%	-13%	-5%	-9%	-3%
Cc1ccc2oc(C(=O)N(Cc3sccc3C)C3CCS(=O)(=O)C3)c(C)c2c1 (configuration not stated)	10%	16%	?	24%	-9%	2%	-17%
Cc1ccccc1Nc1sc(C(=O)c2ccccc2)c(N)c1S(C)(=O)=O	-1%	-6%	-2%	-17%	-5%	7%	-3%
CC1CCCCN1CCCNC(=O)c1cc(Sc2cccc(Cl)c2)nc2ccccc12 (configuration not stated)	-13%	-7%	-1%	4%	2%	-1%	2%
Cn1nnnc1SCCCNCc1cccc(OCc2ccccc2F)c1	?	-8%	-3%	-5%	-8%	0%	5%
COc1ccc(NC(=O)c2nn(C)c3c2CSc2ccc(C)cc2-3)cc1OC	11%	-5%	-1%	18%	-5%	-3%	?
Cc1cc(C)c(NC(=O)c2cc(C)nc3c2c(C)nn3-c2cccc(F)c2)c(C)c1	-14%	-3%	-1%	-6%	1%	-3%	2%
O=C(O)c1ccc2oc(=O)n(Cc3ccccc3)c2c1	12%	17%	1%	2%	-3%	1%	-7%
Cc1cccc(CN2CCN(CC(=O)Nc3c(C)cccc3C)S2(=O)=O)c1	-11%	-3%	1%	7%	1%	-3%	-13%
COc1cc(NC(=O)CC(C)n2nc(C)cc2C)cc(OC)c1 (configuration not stated)	6%	2%	0%	15%	-1%	-1%	14%
CC(C)N(C(=O)Cn1cc(S(=O)(=O)Cc2ccc(C(F)(F)F)cc2)c2ccccc21)C(C)C	3%	-7%	-1%	2%	0%	3%	-20%
COc1ccc(CCNC(=O)Cn2nnc(-c3cccc(C(F)(F)F)c3)n2)cc1OC	17%	9%	0%	12%	1%	-3%	1%
Fc1cccc(-c2nnn3c2nc(NCCc2ccccc2)c2ccccc23)c1	-1%	?	1%	-22%	2%	0%	2%
CCn1cc(CCC(=O)NCc2ccccc2OC)c2ccccc21	0%	1%	2%	?	-2%	0%	-6%
CCCCn1cc(S(=O)(=O)c2ccc(Cl)cc2)c(=O)c2cc(F)c(N3CCCCC3)cc21	-1%	-3%	1%	1%	2%	0%	-31%
CCOc1ccc(OCC(=O)Nc2nnc3n2CCS3)cc1	0%	0%	1%	19%	2%	1%	?
CCc1cccc(NC(=O)CSc2nc3ccsc3c(=O)n2CC)c1	?	10%	-2%	2%	-8%	-13%	-22%
COc1ccc(CCNC(=O)c2cc(=O)[nH]c3ccc(S(=O)(=O)N4CCCCC4C)cc23)cc1OC (configuration not stated)	5%	11%	2%	13%	-1%	0%	-10%
COC(=O)c1ccc2c(=O)n(CCCCCC(=O)N3CCN(c4ccc(Cl)cc4)CC3)c(=O)[nH]c2c1	14%	1%	-3%	-5%	-2%	0%	-27%
Cc1ccc2c(c1)c1c(c(=O)n(-c3cccc(Cl)c3)c(=O)n1CC(=O)NCCC1=CCCCC1)n2C	12%	4%	-2%	13%	-7%	-2%	0%

Brought forward from above: 2 compounds, then new ones.
SMILES	NTMT1 inhibitor	p53null 32C tox	B2AR arrestin ag	p53null 39C kill	TSG101-PTAP inh	GALK inh	FH mod
COC(=O)c1ccc2c(=O)n(CCCCCC(=O)N3CCN(c4ccc(Cl)cc4)CC3)c(=O)[nH]c2c1	14%	1%	-3%	-5%	-2%	0%	-27%
Cc1ccc2c(c1)c1c(c(=O)n(-c3cccc(Cl)c3)c(=O)n1CC(=O)NCCC1=CCCCC1)n2C	12%	4%	-2%	13%	-7%	-2%	0%
CC(C)(C)c1ccc(-c2nc3cc(NC(=O)c4cccc(Br)c4)ccc3o2)cc1	-3%	3%	0%	1%	1%	1%	-20%
O=C(Nc1ccc2nc(SCC(=O)N3CCCc4ccccc43)sc2c1)c1ccc(Cl)cc1	11%	-7%	-5%	-6%	-2%	?	-14%
Cc1ccc(C)c(NC(=O)Nc2csc3c2CCCC3)c1	-1%	?	0%	-22%	1%	9%	-3%
CCc1cccc(NC(=O)C2CCCN(c3ncnc4onc(-c5ccc(F)cc5)c34)C2)c1 (configuration not stated)	-16%	4%	-1%	-5%	-1%	-2%	-20%
COc1ccccc1OCC(=O)Nc1nnc2n1CCS2	39%[activator]	0%	0%	17%	0%	2%	4%
CCc1cccc(NC(=O)CN2C=NS(=O)(=O)c3ccccc32)c1	-2%	-1%	-2%	8%	-2%	4%	0%
COc1ccc(NC(=O)CSc2nnc(NC(=O)Nc3ccccc3)s2)cc1OC	-7%	-8%	0%	-3%	0%	-6%	-1%
Cc1ccc(CCNC(=O)C2CCN(S(=O)(=O)c3ccc4c(ccn4C)c3)CC2)cc1	0%	6%	0%	-1%	1%	-3%	-12%
COc1ccc2c(c1)c(=O)c(S(=O)(=O)c1ccccc1)cn2CC(=O)Nc1ccc2c(c1)OCO2	-2%	35%[activator]	1%	3%	2%	6%	-14%
CCn1cc(C(=O)NCCc2ccccc2)c(=O)c2cc(S(=O)(=O)N3CCCCCC3)ccc21	9%	18%	1%	13%	-3%	-2%	?
Cc1cnc2c(c1SCC(=O)NCc1ccc(F)cc1)c(=O)n(C)c(=O)n2C	12%	2%	-4%	-15%	-6%	2%	-1%
CC(=O)c1ccc(N2CCN(C(=O)CCC(=O)Nc3ccc4nc(N5CCCCC5)cc(C)c4c3)CC2)cc1	?	0%	-1%	?	0%	3%	-7%
O=C(NCc1cccc(F)c1)c1ccc(CN2CC(=O)N3CCCCC3C2=O)cc1 (configuration not stated)	0%	-12%	1%	-7%	-6%	-4%	4%
Cc1ccc(-c2cc3c(n2-c2ccc(C)cc2)CC(C)(C)CC3=O)cc1	8%	3%	0%	16%	-7%	-2%	4%
COc1ccc(CCNC(=O)CCc2c(C)c3cc4c(C)c(C)oc4cc3oc2=O)cc1	-10%	-10%	-1%	-7%	0%	6%	-6%
Cc1ccc(NC(=O)C(Cc2ccccc2)N2Cc3ccccc3C2=O)cc1Cl (configuration not stated)	?	0%	-1%	-4%	0%	1%	?
COc1ccc(CC(=O)Nc2ccc3nc(N4CCCCC4)cc(C)c3c2)cc1	-13%	1%	0%	3%	-1%	-3%	1%
COc1ccc(N2CCN(C(=O)c3cn(CC(C)C)c(=O)c4c3c3ccccc3n4C)CC2)cc1	-9%	14%	-2%	12%	-4%	-1%	32µM*
COc1ccc2nc(N(Cc3cccnc3)C(=O)c3ccco3)sc2c1	?	-19%	1%	-3%	-4%	1%	-13%
COc1ccc(N2CC(NC(=O)C3CCCC3)CC2=O)cc1 (configuration not stated)	13%	-6%	-2%	17%	0%	5%	-1%
Cc1ccccc1OCC(=O)Nc1ccc2nc(SCC(=O)N3CCOCC3)sc2c1	?	-17%	-3%	-18%	0%	0%	0%
Cc1cccc(NC(c2cccc(F)c2)c2ccc3ccc(C)nc3c2O)n1 (configuration not stated)	23%	9%	0%	-8%	1%	-2%	-13%
